S2 tox = Viability Counterscreen for Primary qHTS for Inhibitors of ATXN expression. Potency, µM (series often up to 56.7 µM), most hits filed as cytotoxic. S2 cells (HEK-293 line with an ATXN2-luciferase reporter) viability, CellTiter-Fluor protease fluorescence, 24 h. hit rate 0.49% among 400,000; further: potency means the concentration at half of the fitted maximal effect; nearly all actives have a fitted effect of over 40% in size
SW480 rerep = A quantitative high throughput screen for small molecules that induce DNA re-replication in SW480 colon adenocarcinoma cells; SW480 DNA re-replication, Hoechst DNA content imaging, 48 h; Potency, µM (top dose mostly 46.1 µM), inactives show at the highest dose re-replication activation, hits mostly activators; hit rate 1.8% among 340,000; further: potency means the concentration at half of the fitted maximal effect; % of control where 0% means no effect; nearly all actives have a fitted effect of over 55% in size
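Compounds, transferred as 23 nL by pin tool, were incubated with cells for 48 hr; DNA content per nucleus was then quantified by Hoechst staining and fluorescence plate imaging.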
KB-V1 cytotox = qHTS assay for MDR1-selective chemotherapeutics: Primary screen using the drug-selected MDR subline cells KB-V1; KB-V1 MDR cells viability, CellTiter-Glo, 72 h; Potency, µM (doses to about 46.1 µM), inactives show at the highest dose activity change, negative = cytotoxicity, usual class: cytotoxic; hit rate 3.4% among 400,000; AID 1347076, 2019; further: potency means the concentration at half of the fitted maximal effect; on the % scale 0 is the no-effect control and ±100 the full control effect; nearly all actives have a fitted effect of over 60% in size
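qHTS viability screen in drug-selected KB-V1 MDR cells: 72 h compound treatment at 37 degrees C, ATP luminescence end point.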
MCF10A rerep = A quantitative high throughput screen for small molecules that induce DNA re-replication in MCF 10a normal breast cells. MCF 10A DNA re-replication, Hoechst nuclear intensity, 48 h. Potency, µM (top dose mostly 46.1 µM), for the others: top-dose activity, positive = re-replication, actives largely listed as activators. hit rate 2.9% among 350,000. AID 624296, 2012; further: potency means the concentration at half of the fitted maximal effect; % of control where 0% means no effect; nearly all actives have a fitted effect of over 50% in size
HT1080 IDH1KD tx = qHTS for induction of synthetic lethality in tumor cells producing 2HG: qHTS for the HT-1080-IDH1KD cell line. AID 686971, 2013. hit rate 2% among 360,000. Potency, µM (doses to about 46.1 µM), without a hit: at the top dose activity, negative = toxicity, usual class: cytotoxic. HT-1080 IDH1 knockdown viability, ATP luminescence, 48 h;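 further: potency means the concentration at half of the fitted maximal effect; 0% = DMSO wells and -100% = cell-free medium wells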
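% activity derives from luminescence (CellTiter-Glo), normalised to DMSO and no-cell wells. HT-1080-IDH1KD cells, 750/well, had 48 h compound exposure at 37 °C.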
KB-3-1 tox = qHTS assay for MDR1-selective chemotherapeutics: Primary screen using the parental adenocarcinoma cell KB-3-1; Potency, µM (series often up to 46.1 µM), for inactives: at the top dose activity change, negative = cytotoxic, usual class: cytotoxic; AID 1347075, 2019; KB-3-1 viability, CellTiter-Glo ATP luminescence, 72 h; hit rate 1.4% among 400,000; further: potency means the concentration at half of the fitted maximal effect; on the % scale 0 is the no-effect control and ±100 the full control effect; nearly all actives have a fitted effect of over 60% in size
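Cells are dispensed, compounds pinned in, plates held at 37 °C for 72 h, then CellTiter-Glo is added and luminescence read after 10 minutes. Cell line: parental KB-3-1 in phenol-red-free DMEM, 10% FBS.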
HT1080-NT tox = qHTS for induction of synthetic lethality in tumor cells producing 2HG: qHTS for the HT-1080-NT fibrosarcoma cell line; HT-1080-NT fibrosarcoma viability, CellTiter-Glo ATP luminescence, 48 h; Potency, µM (series often up to 46.1 µM), without a hit: at the top dose activity, negative = less viability, hits mostly cytotoxic; hit rate 1.6% among 360,000; AID 686970, 2013;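 further: NT is the 2HG producing partner of a matched IDH1 knockdown line; potency means the concentration at half of the fitted maximal effect; 0% = DMSO-treated cells and -100% = media-only wells without cells; nearly all actives have a fitted effect of over 55% in size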
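750 cells/well, RPMI + 5% FBS; 2 h settle, compound pin-transfer, 48 h at 37 degrees C. CellTiter-Glo 10 min RT, luminescence. Normalized to DMSO and media-only wells.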
ATXN2 expr inh = Primary qHTS for Inhibitors of ATXN expression; HEK-293 ATXN2-luciferase reporter, luminescence, 24 h; Potency, µM (highest dose often 57 µM), inactives show top-dose activity change, negative = inhibition, usual class: inhibitors; hit rate 0.72% among 360,000; AID 1745845, 2022; further: potency means the concentration at half of the fitted maximal effect; on the % scale 0 is the no-effect control and ±100 the full control effect; nearly all actives have a fitted effect of over 55% in size
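qHTS (up to 57 uM final) was run with 24 h compound exposure of reporter cells at 37 °C. Each well was multiplexed: SteadyGlo luminescence measured ATXN2-luciferase expression after a fluorogenic Gly-Phe-AFC viability readout (25 uM final).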
IL-1B inflam inh = qHTS for Inhibitors of Inflammasome Signaling: IL-1-beta AlphaLISA Primary Screen | THP-1 LPS/ATP IL-1B secretion, AlphaLISA, 16 h; active compounds read low | hit rate 4.7% among 360,000 | activity change, % at 57.5 µM; in the data active means activity change below about -50%; inconclusive means mostly about -30% to -49%; further: on the % scale 0 is the no-effect control and ±100 the full control effect
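THP-1 cells pretreated 1 hr with compounds (up to 57.5 uM final), then stimulated with LPS (250 ng/mL final) plus ATP (1.25 mM final); secreted IL-1B measured by AlphaLISA after 16 hr, decreased signal indicating inhibition.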
Starred values were filed as active, the others as inactive; i = inactive; ? = inconclusive; / = no result given; & = joins results of further samples; [ ] = dose if it differs, or a comment. Unless noted, the call rests on the fitted dose curve; in most records, active means well fitted curve in the direction sought with a large enough effect; inconclusive means small, poorly fitted or top-dose-only effect, or another doubt; inactive means no such curve, though single readings can be large; an effect the other way counts as inactive or inconclusive.

SMILES	S2 tox	SW480 rerep	KB-V1 cytotox	MCF10A rerep	HT1080 IDH1KD tx	KB-3-1 tox	HT1080-NT tox	ATXN2 expr inh	IL-1B inflam inh
O=C(NCCN1CCOCC1)c1sc2cc(Cl)ccc2c1Cl	i	-11%	?	4%	-3%	-6%	?	11%	?
CC(C)(C)OC(=O)N1CCC(c2c(C(=O)NC3CC3)cnn2-c2ccc(Cl)cc2)CC1	i	-10%	?	7%	-4%	11%	5%	3%	16
CCN1C(C)=C(C)S/C1=C1\SC(=S)N(C2CCCCC2)C1=O	i	-26%	26%	?	-6%	-2%	1%	/	-1
CCN(CC)C(=O)c1sc(NC(=O)c2cccc([N+](=O)[O-])c2)c(C#N)c1C	i	-15%	?	24%	4%	?	9%	4%	2
C#CCOCCOCCOCCNc1nc(N2CCN(C(=O)Cn3cc(CCO)nn3)CC2)nc(N2CCN(C(=O)Cn3cc(CC(C)O)nn3)CC2)n1 (configuration not stated)	i	-13%	10%	-1%	20%	19%	8%	10%	-3
CCCCOn1c(C)c(C(=O)OCC)c2c3no[n+]([O-])c3ccc21	i	-1%	-25%	4%	-14%	-3%	2%	-4%	-17
O=C(CCNS(=O)(=O)c1ccc(Cl)cc1)N1CCCC1	i	0%	-21%	-4%	11%	7%	0%	-1%	-2
COc1cccc(COC(=O)C(Cc2ccccc2)NC(=O)c2ccco2)c1 (configuration not stated)	?	/	25%	/	-1%	-6%	9%	/	16
O=C1CCCN1c1ccc(S(=O)(=O)NCCOc2ccccc2)cc1	i	2%[9.22 µM]	0%	-3%	-26%	0%	-9%	-18%	0
CCn1ncc(Br)c1C(=O)Nc1cc(C)ccc1F	i	-4%	-19%	1%	-14%	0%	-12%	2%	25
COc1ccc(-c2noc(N3CCC(C(=O)Nc4ccccc4F)CC3)n2)cc1	?	-14%	?	8%	14%	20%	3%	-25%	21
O=C(Nc1ccc2c(c1)OCCO2)c1cc(-c2ccccn2)nc2ccc(Br)cc12	i	11%	-9%	?	3%	3%	0%	-14%	18
CC(=O)c1sc(NC(=O)CN2C(=O)C3CC=CCC3C2=O)nc1-c1ccccc1 (configuration not stated)	i	-3%	-20%	4%	8%	17%	?	6%	-14
COc1ccc2nc(SCC(=O)NC3CCCCC3)[nH]c2c1	i	-5%	-3%	-16%	-3%	-9%	-3%	-16%	25
CC(=O)N1CCN(c2ccccc2NC(=O)c2ccc(C#N)cc2F)CC1	?	0%	?	-1%	0%	-1%	3%	-16%	14
CCOc1ccccc1N1CCN(C(=O)COc2ccc3c(C)cc(=O)oc3c2)CC1	i	2%	?	-2%	-14%	7%	0%	-13%	23
COc1ccccc1NC(=O)CN(C)S(=O)(=O)c1ccc2c(c1)CCC(=O)N2	i	-17%	23%	-3%	0%	19%	-15%	-12%	-6
Cc1c(NC(=O)CCc2ccc(S(=O)(=O)N3CCOCC3)cc2)c(=O)n(-c2ccccc2)n1C	i	-8%	24%	5%	24%	6%	8%	-7%	9
CC(C)Nc1oc(-c2cccc3ccccc23)nc1C#N	i	-5%	-5%	?	51%[9.24 µM]	1%	?	33%[activator]	-18
COc1ccc(S(=O)(=O)N2CCN(C(=O)CN3C(=O)NC(C)(c4ccc5ccccc5c4)C3=O)CC2)cc1 (configuration not stated)	i	0%	?	12%	-10%	-15%	-8%	-5%	-16
CCOC(=O)c1ccccc1NC(=O)c1ccccc1N(C)S(C)(=O)=O	i	-4%	18µM*	-11%	6%	-1%	0%	-2%	-1
CN(C)CCCNS(=O)(=O)c1cc(Cl)ccc1Cl	i	-8%	-25%	2%	-3%	6%	16%	8%	13
Cc1c(NC(=O)Nc2cccs2)cccc1[N+](=O)[O-]	i	-5%	-5%	3%	-1%	-8%	0%	-23%	0
O=C(CC(=O)c1c(F)cccc1Cl)c1ccccc1O	/	17%	?	16%	?	-35%	?	-33%	7
COCC(=O)N(Cc1cc2ccccc2[nH]c1=O)c1ccc(OC)cc1	?	-2%	-8%	-2%	2%[9.24 µM]	15%	-1%	0%	1
O=C(NNC(=O)c1ccccc1OCc1ccccc1)c1ccccc1O	i	?	0%	0%	?	?	-27%	?	143
O=C(Cn1c(NCCO)nc2ccccc21)c1ccc(Cl)cc1	i	-5%	14%	-11%	-7%	2%	-6%	1%	-1
COc1ccccc1C(=O)Nc1cccc(C(=O)c2ccccc2)c1	?	0%	-15%	1%	15%	3%	12%	/	-17
Cc1ccc(S(=O)(=O)N2CCC[C@H]2C(=O)OCCN2C(=O)c3ccccc3C2=O)cc1	i	-2%	3%	-2%	4%	1%	10%	-1%	3
O=C(O)COc1ccccc1Cc1ccccc1	i	-2%[9.22 µM]	0%	1%	6%	2%	0%	-14%	7

Full records from above. Order of values: S2 tox, SW480 rerep, KB-V1 cytotox, MCF10A rerep, HT1080 IDH1KD tx, KB-3-1 tox, HT1080-NT tox, ATXN2 expr inh, IL-1B inflam inh
`COc1ccccc1C(=O)Nc1cccc(C(=O)c2ccccc2)c1` as listed: ?, 0%, -15%, 1%, 15%, 3%, 12%, /, -17
`CCOC(=O)c1ccccc1NC(=O)c1ccccc1N(C)S(C)(=O)=O` as listed: i, -4%, 18µM*, -11%, 6%, -1%, 0%, -2%, -1

(further entries)
SMILES	S2 tox	SW480 rerep	KB-V1 cytotox	MCF10A rerep	HT1080 IDH1KD tx	KB-3-1 tox	HT1080-NT tox	ATXN2 expr inh	IL-1B inflam inh
Cc1ccc(S(=O)(=O)N2CCCC2C(=O)Oc2ccccc2)cc1 (configuration not stated)	i	-4%	-2%	-1%	15%	-2%	10%	-2%	2
Cc1ccccc1N1CCN(C2CCCN(C(=O)c3ccccn3)C2)CC1 (configuration not stated)	i	12%	/	8%	-8%	/	-13%	-3%	-5
CCCCN(C(=O)c1ccc2c(c1)OCO2)c1c(N)n(CC(C)C)c(=O)[nH]c1=O	i	1%	0%	2%	-1%	-7%	6%	6%	13
COc1ccc(C(=O)CSc2n[nH]c(-c3ccco3)n2)cc1	i	6%	-2%	4%	2%	-1%	1%	0%	-2
O=C(Nc1ccc(-c2csc(Nc3ccccc3)n2)cc1)c1cc([N+](=O)[O-])cc(C(F)(F)F)c1	13µM*	14%	?	29%	-16%	15µM*	1%	?	88
O=C(c1cc([N+](=O)[O-])ccc1N1CCOCC1)N1CCCC1	i	-6%	0%	?	16%	20%	?	2%	13
CC1CCN(C(=O)CCc2nnc3ccc(N4CCC5(CC4)OCCO5)nn23)CC1	i	12%	4%	12%	7%	19%	1%	5%	-8
CCOC(=O)c1c(-c2ccccc2)[nH]c2ccc(O)cc12	i	-6%	-9%	5%	-1%	-1%	-2%	-8%	-55*
O=C1C(=O)N(CCN2CCOCC2)C(c2ccccc2F)/C1=C(\O)c1ccc(S(=O)(=O)N2CCOCC2)cc1 (configuration not stated)	i	-11%	-9%	-3%	11%	0%	21%	-12%	7
O=C(Nc1nc2cc3c(cc2s1)OCCO3)C1CCCCC1	i	-1%	-17%	14%	-24%	-6%	-11%	44%[activator]	-3
COc1ccc(OC)c(NC(=O)C2CCN(C(=O)c3cccs3)CC2)c1	i	6%	4%	19%	2%	-3%	13%	-3%	0
COCCNC(=O)C(=O)NCC(c1cccnc1)N1CCN(c2ccccc2)CC1 (configuration not stated)	i	/	3%	/	/	-6%	/	3%	/
CCc1cccc(C)c1NC(=O)Nc1ccc2c(c1)OCO2	i	-4%	-8%	-2%	-1%	-3%	-3%	0%	-20
COc1cccc(CN2CC(C(=O)N3CCN(c4ccc(Cl)cc4)CC3)CCC2=O)c1 (configuration not stated)	i	1%	?	-9%	-8%	-17%	-12%	-22%	i
Cc1cc(C)c(C)c(OCC(=O)NCc2nc(-c3ccccc3)no2)c1	i	-5%	0%	13%	15%	10%	6%	14%	6
CCCCNC(=O)c1cc2c(-c3ccc(Cl)cc3)nn(C)c2s1	i	3%	6%	?	-3%	-2%	9%	9%	19
CCSc1nnc(NC(=O)CCNS(=O)(=O)c2cc(Br)cnc2N)s1	i	-1%	17%	1%	-4%	2%	-4%	5%	22
Cn1[nH]c(C(F)(F)F)c(C=Nc2ccc(Cl)cc2)c1=O	i	1%	11%	5%	-25%	1%	-10%	/	-5
O=C(CSc1ncccc1C(=O)O)NC12CC3CC(CC(C3)C1)C2	i	7%	-1%	-36%[inhibitor]	5%	9%	2%	-2%	13
O=S(=O)(c1ccc(-c2csc(=Nc3ccc(F)cc3)n2CCCCCCO)cc1)N1CCCC1	?	/	?	/	/	-29%	/	32µM*	/
CCOc1cc(C#N)c(-n2nnc3c(sc4nc(C)cc(C)c43)c2=O)cc1OCC	i	/	10%	/	/	21%	/	1%	/
CCOc1cc2[nH]c(=O)n(CC3CCC(C(=O)NCCC(C)C)CC3)c(=O)c2cc1OCC (configuration not stated)	i	-9%	-6%	-2%	12%	15%	20%	0%	22
NC(=O)c1cc(S(=O)(=O)Nc2ccccc2)cs1	i	1%	4%	4%	9%	-13%	16%	2%	-5
OCCN1CCN(CC/C=C2/c3ccccc3CSc3ccccc32)CC1	i	-10%	-20%	10%	-21%	-6%	-10%	/	0
CC1CCN(S(=O)(=O)c2ccc(NC(=O)Cc3cccs3)cc2)CC1	i	6%	-11%	26%	-26%	-19%	0%[9.24 µM]	-6%	-12
O=C(O[C@H]1[C@H](Cc2ccccc2)NS(=O)(=O)[C@H]2C[C@@H]3C=C[C@]12O3)c1ccc([N+](=O)[O-])cc1	i	-19%	12%&-25%	0%	-12%	-1%&-4%	-12%	8%	-7
COc1ccc(N2CCN(S(=O)(=O)c3c(C(=O)N4CCOCC4)c(C)n(C)c3C)CC2)cc1	i	-38%	0%	-3%	5%	2%	-1%	1%	-7
CCC(c1nnnn1C(C)(C)C)N(Cc1cccs1)Cc1cc2cc(C)c(C)cc2n2nnnc12 (configuration not stated)	i	3%	?	-4%	-6%	-4%	0%	33%	19

Bioassay records (PubChem)
